Screens: PubChem BioAssay, National Center for Advancing Translational Sciences (NCATS)
Pol iota inh – qHTS for Inhibitors of Polymerase Iota; Pol iota fluorescent replication assay, 10 min; DNA polymerase iota (Homo sapiens), Q9UNA4; 390,000 tested, 1% active; Potency, µM (highest dose often 115 µM), inactives show top-dose activity, negative = inhibition, actives largely listed as inhibitors
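Fluorescent replication assay read twice, at 0 min and 10 min after adding 50 nM (final) substrate. Enzyme (10 nM) and compounds were first incubated 15 min at room temperature; enzyme-free buffer wells were negative controls.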
BAZ2B inh – qHTS Assay for Inhibitors of BAZ2B; 360,000 tested, 4.4% active; Bromodomain adjacent to zinc finger domain protein 2B (Homo sapiens), Q9UIF8; AID 504333, 2011; AlphaScreen BAZ2B-H3K14Ac peptide displacement; Potency, µM (highest dose often 114 µM), inactives show at the top dose activity change, negative = inhibition, actives largely listed as inhibitors; note: % is set by controls: 0 for no effect and ±100 for the full control effect; nearly all actives have a fitted effect of over 60% in size
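BAZ2B 50 nM plus b-H3(5-23)K14Ac 50 nM, PBS pH 7.4/0.01% Tween-20, 30 min RT; compound added (max 110 uM), 30 min RT; streptavidin donor/Ni-chelate acceptor beads 10 ug/mL final, 20 min dark; AlphaScreen read.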
POLB inh – qHTS Assay for Inhibitors of DNA Polymerase Beta | P06746 | AID 485314, 2010 | 340,000 tested, 1.3% active | Pol beta primer extension/strand displacement, fluorescence kinetic | Potency, µM (highest dose often 114 µM), for inactives: at the highest dose activity change, negative = inhibition, hits mostly inhibitors; note: % is set by controls: 0 for no effect and ±100 for the full control effect
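Enzyme-only controls used 10 nM Pol beta; buffer lacking enzyme served as negative control. Compound preincubated 15 min, then 50 nM substrate added; 0 and 10 min reads at room temperature.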
Pol kappa inh – qHTS for Inhibitors of Polymerase Kappa. Potency, µM (doses to about 107 µM), inactives show at the top dose activity, negative = inhibition, most hits filed as inhibitors. purified Pol kappa, fluorescent DNA synthesis assay, 10 min. AID 588579, 2011. DNA polymerase kappa (Homo sapiens), Q9UBT6. 400,000 tested, 0.53% active; note: % is set by controls: 0 for no effect and ±100 for the full control effect
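50 nM final substrate added after 15 min RT preincubation of 10 nM Pol kappa with compound; fluorescence read at 0 and 10 min.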
Anesthetic bind – qHTS Assay for Identification of Novel General Anesthetics; Ferritin light chain (Equus caballus), P02791; 350,000 tested, 0.074% active; apoferritin/1-aminoanthracene competitive binding, fluorescence; AID 485281, 2010; Potency, µM (top dose mostly 77.5 µM), without a hit: top-dose activity change, negative = displacement, most hits filed as inhibitors; note: % is set by controls: 0 for no effect and ±100 for the full control effect; nearly all actives have a fitted effect of over 20% in size
Target sequence (P02791 2-175 limits assumed): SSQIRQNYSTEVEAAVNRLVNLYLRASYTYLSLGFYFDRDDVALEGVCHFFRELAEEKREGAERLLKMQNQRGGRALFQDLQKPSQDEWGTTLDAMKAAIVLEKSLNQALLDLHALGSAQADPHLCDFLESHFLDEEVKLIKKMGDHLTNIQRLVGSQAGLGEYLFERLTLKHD
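In PBS, apoferritin at 10 uM is loaded with 1-AMA from a 50% saturated solution. After 10 min of compound exposure at ambient temperature, reduced 535 nm fluorescence indicates probe displacement.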
Pol eta inh – qHTS for Inhibitors of Polymerase Eta; DNA polymerase eta (Homo sapiens), Q9Y253; recombinant Pol eta, fluorescent DNA replication assay; Potency, µM (series often up to 114 µM), inactives show at the top dose activity change, negative = inhibition, most hits filed as inhibitors; 390,000 tested, 1.2% active; AID 588591, 2011; note: % is set by controls: 0 for no effect and ±100 for the full control effect
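Fluorescent replication assay: 50 nM final substrate added after a 15 min room-temperature compound preincubation with 10 nM enzyme. Signal taken at 0 min and again at 10 min.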
G9a block – qHTS Assay for Inhibitors of Histone Lysine Methyltransferase G9a. G9a H3K9 monomethylation, AlphaScreen, 2 h. AID 504332, 2011. 350,000 tested, 8.8% active. Potency, µM (top dose mostly 102 µM), for the others: at the top dose activity, negative = inhibition, hits mostly inhibitors; note: % is set by controls: 0 for no effect and ±100 for the full control effect; nearly all actives have a fitted effect of over 75% in size
Target sequence (Q96KQ7 913-1193 limits assumed): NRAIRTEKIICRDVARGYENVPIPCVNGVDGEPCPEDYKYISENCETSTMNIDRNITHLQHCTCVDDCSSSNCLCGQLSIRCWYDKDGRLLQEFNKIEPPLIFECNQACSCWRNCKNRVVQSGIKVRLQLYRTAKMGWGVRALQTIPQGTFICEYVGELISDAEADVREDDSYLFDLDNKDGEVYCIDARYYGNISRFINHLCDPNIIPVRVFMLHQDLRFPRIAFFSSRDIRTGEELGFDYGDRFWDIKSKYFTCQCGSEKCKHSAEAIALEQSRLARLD
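Readings reflect AlphaScreen signal from monomethyl-H3K9 antibody detection. HMT at 20 nM; substrate b-H3K9 500 nM; cofactor SAM 20 uM; 2 h RT reaction; compounds tested as titrations in qHTS with 15 min preincubation.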
BLM helicase inh – qHTS Assay for Inhibitors of Bloom's syndrome helicase (BLM) | RecQ-like DNA helicase BLM (Homo sapiens), P54132 | recombinant BLM DNA unwinding, fluorescence dequenching | Potency, µM (highest dose often 56.1 µM), for inactives: at the top dose activity change, negative = inhibition, most hits filed as inhibitors | 350,000 tested, 0.2% active;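 note: plate controls were vehicle for no effect and no enzyme for full effect; nearly all actives have a fitted effect of over 35% in size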
APEX1 inh – qHTS Assay for Inhibitors of the Human Apurinic/apyrimidinic Endonuclease 1 (APE1). 350,000 tested, 0.35% active. recombinant APE1, TAMRA/BHQ-2 abasic DNA cleavage fluorescence. DNA repair nuclease/redox regulator APEX1 (Homo sapiens), P27695. Potency, µM (top dose mostly 65.8 µM), without a hit: at the top dose activity change, negative = inhibition, usual class: inhibitors. AID 2517, 2012;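 note: plate controls were vehicle for no effect and reference inhibitor for full effect; nearly all actives have a fitted effect of over 55% in size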
Target sequence (P27695 whole entry, looked up): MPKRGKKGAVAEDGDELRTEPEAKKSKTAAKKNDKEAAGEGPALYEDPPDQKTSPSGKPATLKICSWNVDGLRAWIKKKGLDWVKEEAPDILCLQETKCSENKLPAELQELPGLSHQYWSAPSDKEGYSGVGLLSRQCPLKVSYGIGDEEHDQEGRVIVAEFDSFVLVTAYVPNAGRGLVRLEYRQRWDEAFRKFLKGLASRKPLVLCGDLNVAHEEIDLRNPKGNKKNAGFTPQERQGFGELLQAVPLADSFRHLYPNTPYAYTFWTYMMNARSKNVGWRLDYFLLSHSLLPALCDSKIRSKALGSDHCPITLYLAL
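APE1 at 0.75 nM preincubated 15 min at room temperature with compound. Reaction then started with 50 nM double-stranded THF-abasic substrate labelled with TAMRA/BHQ-2, and 525/598 nm fluorescence read kinetically. Activity taken as third-minus-first read difference, normalized to DMSO and NSC13755 controls.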
The depositor's hits bear a star; ? = inconclusive; . = no result given; & = joins results of further samples; [ ] = another dose, or the depositor's remark. Calls come from the whole dose curve; as a rule, active = well fitted curve in the direction sought with a large enough effect; inconclusive = small, poorly fitted or top-dose-only effect, or another doubt; inactive = no such curve, though single readings can be large; an effect the other way counts as inactive or inconclusive. Potency is the fitted concentration of half-maximal effect. An excerpt, so the mix of outcomes need not match the whole.

Letter code – A = Pol iota inh; B = BAZ2B inh; C = POLB inh; D = Pol kappa inh; E = Anesthetic bind; F = Pol eta inh; G = G9a block; H = BLM helicase inh; I = APEX1 inh
[1] Cc1cc(Cl)ccc1C(=O)C1CCCN(C(=O)CCn2cncn2)C1 (stereo unspecified)
  A: 29% | B: -3% | C: 30% | D: -3% | E: -10% | F: 8% | G: -7% | H: -2% | I: 17%
[2] c1ccc(CNc2nc(-c3cccnc3)nc3ccccc23)cc1
  A: -4% | B: -4% | C: -15% | D: 2% | E: -4% | F: -12% | G: -3% | H: -1%&-5% | I: 12%&-2%
[3] Cc1ccc(CNC(=O)c2cc(-c3ccccc3C)n(CC3CC(c4cccc([N+](=O)[O-])c4)=NO3)n2)cc1 (stereo unspecified)
  A: ? | B: -37% | C: . | D: -8% | E: . | F: -13% | G: -36%[2.33 µM] | H: . | I: 1%
[4] Cc1ccc(-c2[nH]nc(N)c2N=Nc2ccccc2C)cc1
  A: ? | B: ? | C: 2% | D: -3% | E: ? | F: -8% | G: ? | H: -3% | I: -7%
[5] O=C(CN1CCN(c2ccc(Cl)cc2)CC1)NCc1cccs1
  A: 8% | B: -33% | C: 6% | D: -11% | E: -13% | F: 6% | G: -3% | H: 0% | I: 1%
[6] Cc1cccn2c(=O)c3cc(C(=O)NCCc4ccc(S(N)(=O)=O)cc4)n(C)c3nc12
  A: -27% | B: -6% | C: ? | D: -31% | E: 2% | F: 79µM* | G: -8%[59 µM] | H: -5% | I: .
[7] Cc1ccc2nc(N(Cc3cccnc3)C(=O)Cc3ccccc3)sc2c1
  A: 7% | B: 3% | C: -12% | D: -3%[60.1 µM] | E: 18% | F: -18% | G: -26%[59 µM] | H: -9% | I: .
[8] Cc1cccc(N2CCN(C(=O)C3CCN(S(=O)(=O)Cc4ccccc4)CC3)CC2)c1C
  A: -14% | B: 0% | C: 1% | D: -1% | E: 0% | F: -4% | G: -30%[59 µM] | H: 0% | I: .
[9] COc1ccc(C(=O)NCC(=O)N/N=C/C=C/c2ccccc2)cc1OC
  A: 5% | B: -22% | C: 41% | D: -8% | E: -16% | F: -12% | G: -25% | H: -13% | I: 7%
[10] COc1ccccc1/C=N/NC(=O)CNC(=O)c1ccc(S(=O)(=O)N(C)C)cc1
  A: 25% | B: -8% | C: -1% | D: -4% | E: -8% | F: 0% | G: 10% | H: -3% | I: 15%
[11] Cc1noc(C)c1C(=O)OC(C)C(=O)Nc1ccc(S(=O)(=O)NC(C)C)cc1 (stereo unspecified)
  A: 2% | B: 3% | C: 7% | D: -2% | E: -12% | F: -17% | G: -4%[59 µM] | H: 0% | I: 0%
[12] COc1ccc(CN2CCNC(=O)C2CC(=O)NC2CCCCCC2)c(C)c1C (stereo unspecified)
  A: 16% | B: -18% | C: -23% | D: -9% | E: ? | F: -20% | G: 6% | H: -1% | I: 21%
[13] CCCOc1cccc(C(=O)Nc2cc(NC(=O)c3ccco3)ccc2OC)c1
  A: 12% | B: -22% | C: -5% | D: -22% | E: -15% | F: -11% | G: ? | H: -8% | I: -8%
[14] O=C(NC1CCCCCCC1)c1ccc(F)c(S(=O)(=O)N2CCOCC2)c1
  A: -18% | B: -4% | C: . | D: -3% | E: . | F: 2% | G: 18%[2.33 µM] | H: . | I: 29%
[15] COc1cc(C)ccc1OCCOCCN(C)Cc1ccccc1
  A: 6% | B: ? | C: 2% | D: -13% | E: -6% | F: -13% | G: ? | H: 4% | I: -3%
[16] O=C(CCCCCCCC(=O)NCC1CCCO1)NCC1CCCO1 (stereo unspecified)
  A: 8% | B: 13% | C: 13% | D: -17% | E: 5% | F: -5% | G: 10%[59 µM] | H: 4% | I: 17%
[17] COc1ccc(Cn2c(=O)[nH]c3cc(C(=O)N4CCN(c5cccc(OC)c5)CC4)ccc3c2=O)cc1
  A: -5% | B: 4% | C: 3% | D: 2% | E: -1% | F: -19% | G: 3%[59 µM] | H: 1% | I: .
[18] C=CCn1c2ccccc2c(=O)c2cc(C#CC3(O)CCCCC3)ccc21
  A: 18% | B: 44%[activator][57.1 µM] | C: -3% | D: 4% | E: 54%[activator] | F: -13% | G: 0% | H: -1% | I: 52%[activator]
[19] CCOC(=O)c1cccc(NC(=O)C2Cc3ccccc3N2C(=O)c2ccccc2)c1 (stereo unspecified)
  A: 2% | B: -6% | C: -23% | D: -8%[60.1 µM] | E: -8% | F: -15% | G: 25%[59 µM] | H: -7% | I: .
[20] CC(C)(C)OC(=O)N1CCC(CC2CC(c3cccc(Br)c3)=NO2)(C(=O)O)CC1 (stereo unspecified)
  A: -1% | B: 0% | C: 67% | D: -2% | E: -15% | F: 2% | G: . | H: 1% | I: -2%
[21] C#CCOCCOCCOCCNc1nc(N2CCN(C(=O)C([C@@H](C)O)n3cc([C@@H](N)CCCCN)nn3)CC2)nc(N2CCN(C(=O)[C@H](CCC(=O)O)n3cc([C@@H](N)[C@H](C)CC)nn3)CC2)n1 (stereo partly specified)
  A: ? | B: . | C: . | D: 6% | E: . | F: -8% | G: . | H: . | I: 29%
[22] COc1ccc(-c2noc(-c3cccc(Cl)c3)n2)cc1OC
  A: 2% | B: -2% | C: 0% | D: 4% | E: -11% | F: -12% | G: 21% | H: -4% | I: -2%
[23] COCCNC(=S)N(C)C1(c2ccccc2Cl)CCCCC1=O (stereo unspecified)
  A: 4% | B: -13% | C: -7% | D: -2% | E: -3% | F: -5% | G: 45µM* | H: -2% | I: 3%
[24] COc1ccc(C(=O)Oc2cc(C)c(CN3CCOCC3)cc2C)cc1OC
  A: 92%[activator] | B: -8% | C: 20% | D: -6% | E: -2% | F: -8% | G: -19% | H: -3% | I: 8%
[25] CC(C)(C)C(=O)NC(=S)Nc1cc(C(F)(F)F)ccc1N1CCOCC1
  A: -1% | B: -2% | C: -6% | D: -15% | E: -6% | F: ? | G: -22% | H: -8% | I: 1%

A second format for part of the listing above.
[4] Cc1ccc(-c2[nH]nc(N)c2N=Nc2ccccc2C)cc1
[5] O=C(CN1CCN(c2ccc(Cl)cc2)CC1)NCc1cccs1
[6] Cc1cccn2c(=O)c3cc(C(=O)NCCc4ccc(S(N)(=O)=O)cc4)n(C)c3nc12
[7] Cc1ccc2nc(N(Cc3cccnc3)C(=O)Cc3ccccc3)sc2c1
[8] Cc1cccc(N2CCN(C(=O)C3CCN(S(=O)(=O)Cc4ccccc4)CC3)CC2)c1C
[9] COc1ccc(C(=O)NCC(=O)N/N=C/C=C/c2ccccc2)cc1OC
[10] COc1ccccc1/C=N/NC(=O)CNC(=O)c1ccc(S(=O)(=O)N(C)C)cc1
[11] Cc1noc(C)c1C(=O)OC(C)C(=O)Nc1ccc(S(=O)(=O)NC(C)C)cc1 (stereo unspecified)
screen / no. | 4 | 5 | 6 | 7 | 8 | 9 | 10 | 11
Pol iota inh | ? | 8% | -27% | 7% | -14% | 5% | 25% | 2%
BAZ2B inh | ? | -33% | -6% | 3% | 0% | -22% | -8% | 3%
POLB inh | 2% | 6% | ? | -12% | 1% | 41% | -1% | 7%
Pol kappa inh | -3% | -11% | -31% | -3%[60.1 µM] | -1% | -8% | -4% | -2%
Anesthetic bind | ? | -13% | 2% | 18% | 0% | -16% | -8% | -12%
Pol eta inh | -8% | 6% | 79µM* | -18% | -4% | -12% | 0% | -17%
G9a block | ? | -3% | -8%[59 µM] | -26%[59 µM] | -30%[59 µM] | -25% | 10% | -4%[59 µM]
BLM helicase inh | -3% | 0% | -5% | -9% | 0% | -13% | -3% | 0%
APEX1 inh | -7% | 1% | . | . | . | 7% | 15% | 0%
